HDAC3 inh = blocks human histone deacetylase 3; O15379; recombinant HDAC3, fluorogenic peptide/trypsin coupled, fluorescence; inhibition, % at 8.3 µM; actives 0.15% (n = 320,000); in the data active = inhibition above about 26%, passing the limit was not always enough; inconclusive = no clear call, values can overlap the other calls
Target sequence (O15379 whole entry, looked up): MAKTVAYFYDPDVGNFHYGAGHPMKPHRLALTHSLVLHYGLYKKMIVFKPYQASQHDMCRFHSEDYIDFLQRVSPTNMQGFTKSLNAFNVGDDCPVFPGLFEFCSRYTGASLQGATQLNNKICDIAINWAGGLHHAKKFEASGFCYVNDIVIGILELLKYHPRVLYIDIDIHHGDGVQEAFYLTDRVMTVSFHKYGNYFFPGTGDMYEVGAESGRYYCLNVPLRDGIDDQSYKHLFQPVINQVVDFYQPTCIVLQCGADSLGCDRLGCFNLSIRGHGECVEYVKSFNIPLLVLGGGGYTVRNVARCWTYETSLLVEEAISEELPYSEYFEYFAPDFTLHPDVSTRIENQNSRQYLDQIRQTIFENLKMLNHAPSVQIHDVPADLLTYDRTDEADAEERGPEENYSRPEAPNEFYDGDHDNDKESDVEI
GSK3A inh = inhibitors of human GSK-3 alpha kinase; ADP-Glo luminescence, 60 min; inhibition, % at 10 µM; actives 0.1% (n = 320,000); AID 2650;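 in the data active = inhibition above about 50%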;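 also: GST-tagged GSK-3 alpha with peptide substrate and 25 µM ATP; 0% = DMSO neutral wells and 100% = GW8510 positive control wells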
Target sequence (P49840 whole entry, looked up): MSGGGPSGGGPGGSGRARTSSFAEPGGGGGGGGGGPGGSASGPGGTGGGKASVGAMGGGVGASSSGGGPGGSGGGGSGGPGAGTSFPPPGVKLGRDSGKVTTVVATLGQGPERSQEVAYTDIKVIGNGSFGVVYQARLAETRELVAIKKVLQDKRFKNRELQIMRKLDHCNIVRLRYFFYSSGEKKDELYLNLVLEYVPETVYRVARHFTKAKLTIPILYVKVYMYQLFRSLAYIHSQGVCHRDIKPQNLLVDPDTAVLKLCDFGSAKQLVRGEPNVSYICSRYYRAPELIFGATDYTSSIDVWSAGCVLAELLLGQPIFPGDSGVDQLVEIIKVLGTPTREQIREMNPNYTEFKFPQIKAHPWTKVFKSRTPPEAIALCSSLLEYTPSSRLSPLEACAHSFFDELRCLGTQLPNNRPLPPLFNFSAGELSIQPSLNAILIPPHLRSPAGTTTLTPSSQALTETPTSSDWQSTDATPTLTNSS
DYRK1A inh = inhibitors of rat Dyrk1A kinase. Q63470. ADP-Glo luminescence, NFATc1 peptide. inhibition, % at 12.5 µM. actives 0.43% (n = 310,000); in the data active = inhibition above about 50%;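 also: plate controls were vehicle with enzyme for no effect and no enzyme for full effect; many of its hits are not listed in these tables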
Numbers without * were called inactive; u = inconclusive.

#1 CC(C)N1C(=O)C(=O)N(CC(=O)N2CCc3ccccc32)C1=O
#2 Cc1ccc(S(=O)(=O)N2CCOCC2)cc1C(=O)NC1=NCCS1
#3 O=C(CN1CCN(S(=O)(=O)c2cccc(Cl)c2)CC1)N1CCCCC1
#4 C=C1C[C@H](O[C@@H]2O[C@H](CO)[C@@H](O)[C@H](O)[C@H]2O)[C@@H]2[C@H](OC(=O)[C@H]2C)[C@H]2[C@H](C)[C@H](O)C[C@@H]12
#5 C=CC[C@H](CC(=O)NCCO)C(=O)N[C@@H](COC(=O)[C@@H](CC=C)CC(=O)OC(C)(C)C)Cc1c[nH]c2ccccc12
#6 COc1ccc(CN(C)C(=O)Cn2ccc(N)nc2=O)cc1OC

compound no.	1	2	3	4	5	6
HDAC3 inh	7	-8	-8	-1	10	2
GSK3A inh	-5	0	-1	-4	0	1
DYRK1A inh	-3	-4	0	-5	0	-5

#7 CCOC(=O)/C=C1\SCC(=O)N1CC(=O)Nc1cc(S(=O)(=O)N(C)C)ccc1C
#8 Cc1noc(C)c1NC(=O)Nc1cccc2c1O[C@H](CN(C)S(=O)(=O)c1cccs1)[C@@H](C)CN([C@H](C)CO)C2=O
#9 CN(Cc1ccccc1)C(=O)c1ccc(NC(=O)Cc2cccc(NC(=O)C3CCCN(C(=O)CCc4ccccc4)C3)c2)cc1 (stereo unspecified)
#10 CCN(CC(=O)Nc1ccc(OC)cc1)C(=O)C1CCN(C(=O)c2ccc(Cl)cc2)CC1
#11 O=C(CCSc1ccc(Cl)cc1)N1CCN(S(=O)(=O)c2ccccc2)CC1
#12 O=C(COC(=O)Cc1ccccc1[N+](=O)[O-])NNC(=O)c1ccc([N+](=O)[O-])cc1

compound no.	7	8	9	10	11	12
HDAC3 inh	0	-5	6	-3	1	0
GSK3A inh	-2	-2	-3	9	1	1
DYRK1A inh	-2	-2	-6	0	1	-4

#13 O=C(CCNS(=O)(=O)c1ccccc1Cl)N1CCN(c2ccccn2)CC1
#14 CCOc1ccccc1C(=O)OCC(=O)Nc1cccc(S(=O)(=O)N2CCCC2)c1
#15 COc1ccc2c3c([nH]c2c1)[C@H]1C[C@H]2[C@H](C[C@@H](O)[C@H](OC)[C@H]2C(=O)O)CN1CC3
#16 CS(=O)(=O)N1Cc2ccccc2CC1C(=O)OCC(=O)NCc1ccccc1 (stereo unspecified)
#17 O=S(=O)(c1cccc(F)c1)N1CCN(Cc2cc3c(cc2Br)OCCO3)CC1
#18 COc1ccc(OC)c(-c2nn(-c3ccccc3)cc2C(=O)NCC(c2ccco2)N2CCCC2)c1 (stereo unspecified)

compound no.	13	14	15	16	17	18
HDAC3 inh	11	5	-8	-7	1	6
GSK3A inh	-3	-1	-3	-1	2	0
DYRK1A inh	2	0	-2	0	-3	5

#19 COc1ccc(S(=O)(=O)N2CCOCC2)cc1NC(=O)CN1C(=O)NC2(CCCCC2C)C1=O (stereo unspecified)
#20 Cc1noc(C)c1NC(=O)N(C)C[C@H]1Oc2ccc(NC(=O)Cn3cnnn3)cc2C(=O)N([C@H](C)CO)C[C@@H]1C
#21 O=C(Cn1cc(CNC(=O)C2CCCCC2)nn1)Nc1cc(C(F)(F)F)ccc1Cl
#22 Cn1c(N)c(C(=O)COC(=O)c2ccccc2C(=O)c2ccccc2)c(=O)n(C)c1=O
#23 CC1(C)C(/C=C/C=C/C=C/C=C2\N(CCCCS(=O)(=O)O)c3ccc4ccccc4c3C2(C)C)=[N+](CCCCS(=O)(=O)[O-])c2ccc3ccccc3c21
#24 CCOC(=O)[C@H]1[C@H]2COc3ccccc3[C@@H]2N2C(=O)[C@@H](CO)NC(=O)[C@@]12C

compound no.	19	20	21	22	23	24
HDAC3 inh	-2	2	1	-2	0	7
GSK3A inh	-1	1	0	1	3	2
DYRK1A inh	8	-6	-5	0	5	5

#25 COc1cccc(NC(=O)c2ccccc2)c1
#26 NC(=O)c1ccc(NC(=O)COC(=O)CC2Sc3ccccc3NC2=O)cc1 (stereo unspecified)
#27 CCOC(=O)c1c(C)[nH]c(C)c1C(=O)COC(=O)c1cccnc1Cl
#28 Cc1ccc(S(=O)(=O)NCCC(=O)NNc2c(F)c(F)cc(F)c2F)cc1
#29 COc1cc(C(=O)Nc2cccc(S(=O)(=O)NCc3ccco3)c2)cc(OC)c1OC
#30 O=C(COc1ccc(S(=O)(=O)N2CCOCC2)cc1)Nc1ccc(Br)cc1

compound no.	25	26	27	28	29	30
HDAC3 inh	7	3	0	1	-1	-1
GSK3A inh	1	2	-3	-1	1	-1
DYRK1A inh	12	-3	1	-1	2	8

The last 4 compounds of the section before come first, to join the parts.
#27 CCOC(=O)c1c(C)[nH]c(C)c1C(=O)COC(=O)c1cccnc1Cl
#28 Cc1ccc(S(=O)(=O)NCCC(=O)NNc2c(F)c(F)cc(F)c2F)cc1
#29 COc1cc(C(=O)Nc2cccc(S(=O)(=O)NCc3ccco3)c2)cc(OC)c1OC
#30 O=C(COc1ccc(S(=O)(=O)N2CCOCC2)cc1)Nc1ccc(Br)cc1
#31 Cc1ccc(S(=O)(=O)N2CCOCC2)cc1C(=O)OCC(=O)N1CCCCC1
#32 COc1ccccc1NS(=O)(=O)c1ccc2oc(SCC(=O)N3CCNC3=O)nc2c1
#33 NC(=O)c1ccc(SCC(=O)OCC(=O)NC2CCCCCCC2)c([N+](=O)[O-])c1
#34 O=C(COc1ccc(Br)cc1F)NC1CC1
#35 O=C(CN1C(=O)c2ccccc2C1=O)NC1CCC(O)CC1 (stereo unspecified)
#36 COc1ccc(S(=O)(=O)N2CCOCC2)cc1NC(=O)COc1ccc2ccc(=O)oc2c1

compound no.	27	28	29	30	31	32	33	34	35	36
HDAC3 inh	0	1	-1	-1	-4	0	6	3	-2	-1
GSK3A inh	-3	-1	1	-1	-3	3	0	-2	3	-1
DYRK1A inh	1	-1	2	8	-2	-4	-3	-5	5	-3

#37 COC(=O)CCN1CCN(S(=O)(=O)c2ccc3c(c2)OCCO3)CC1
#38 CC(C)NC(=O)N(C)C[C@H]1Oc2ccc(NS(=O)(=O)c3ccc(F)cc3)cc2C(=O)N([C@H](C)CO)C[C@@H]1C
#39 Cc1ccc(NS(=O)(=O)c2ccc(C(=O)NCc3ccc(S(N)(=O)=O)cc3)cc2)cc1
#40 CN(C)S(=O)(=O)c1cccc(NC(=O)COC(=O)c2cccnc2Cl)c1
#41 Cn1c(N)c(C(=O)CSc2nnc(Cc3cccs3)n2C2CC2)c(=O)n(C)c1=O
#42 Cc1ccc(CNC(=O)COC(=O)c2nc(-c3ccccc3)oc2C)cc1

compound no.	37	38	39	40	41	42
HDAC3 inh	-6	-2	2	-7	0	14
GSK3A inh	6	-4	-8	-5	-5	1
DYRK1A inh	1	7	2	-3	-7	2

#43 COCCN(C(=O)C1CCN(C(=O)c2ccccc2C)CC1)c1c(N)n(CC(C)C)c(=O)[nH]c1=O
#44 CCO[C@@H]1c2c(ccc3ccc(=O)oc23)OC(C)(C)[C@@H]1O
#45 COc1ccccc1-c1oc2ccccc2c1-c1ccccc1OC
#46 NC(=O)C[C@H](N)c1cn([C@@H](CC(N)=O)C(=O)N2CCNCC2)nn1
#47 CC1(C)CC(=O)C=C(c2cccc3c2Oc2ccccc2S3)C1
#48 COc1ccc(S(=O)(=O)Nc2cccc3c2O[C@H](CN(C)C(=O)Nc2ccc(C(F)(F)F)cc2)[C@@H](C)CN([C@H](C)CO)C3=O)cc1

compound no.	43	44	45	46	47	48
HDAC3 inh	-2	-26	0	-4	-5	19
GSK3A inh	0	-1	-2	5	-3	-1
DYRK1A inh	2	7	1	-2	16	5

#49 CC(C)NC(=O)N(C)C[C@H]1Oc2ccc(NS(=O)(=O)c3cccs3)cc2C(=O)N([C@H](C)CO)C[C@@H]1C
#50 COC(=O)c1cc(C(=O)OCC(=O)c2ccc[nH]2)cc([N+](=O)[O-])c1
#51 COc1ccc(CCNC(=O)COC(=O)c2cc(S(=O)(=O)N3CCOCC3)ccc2C)cc1OC
#52 CCCCN(C(=O)c1c(CC)noc1C)c1c(N)n(CC(C)C)c(=O)[nH]c1=O
#53 C=CCN(C(=O)C1CC(=O)N(C2CCCC2)C1)c1nc(-c2ccc(S(C)(=O)=O)cc2)cs1 (stereo unspecified)
#54 COc1cc(/C=C/C(=O)OCC(=O)c2ccc3c(c2)NC(=O)CO3)ccc1OC(F)F

compound no.	49	50	51	52	53	54
HDAC3 inh	-3	-1	3	4	-6	-6
GSK3A inh	1	-2	-1	-39	0	3
DYRK1A inh	16	1	4	-6	-3	-5

#55 CC(C)C[C@H](NC(=O)c1nc[nH]c1C(=O)NCCNC(=O)OC(C)(C)C)C(=O)CNCCNC(=O)c1[nH]cnc1C(=O)N[C@@H](C)C(=O)OC(C)(C)C
#56 COc1cccc(-c2sc3ccc(OC)cc3c2-c2ccc(OCCN3CCOCC3)cc2)c1
#57 COc1cccc(C2=CC(=O)C[C@H](c3ccc(OC)c(OC)c3)C2)c1
#58 CCC1(c2ccc(OC)cc2)NC(=O)N(CC(=O)NC2CCCCC2C)C1=O (stereo unspecified)
#59 O=C(/C=C(O)/C=C/c1ccc(O)cc1)/C=C/c1ccc(O)cc1
#60 Cc1cc(NC(=O)C(C)SCC(=O)Nc2nc3c(F)cc(F)cc3s2)no1 (stereo unspecified)

compound no.	55	56	57	58	59	60
HDAC3 inh	6	-5	-1	0	13	-1
GSK3A inh	-2	1	0	-3	0	-3
DYRK1A inh	3	-9	17	-3	10	-1

#61 O=C(Nc1ccc(SC(F)F)cc1)c1ccc2c(=O)n3c(nc2c1)CCC3
#62 COc1ccc(F)cc1C1=CC(=O)C[C@H](c2ccc3c(c2)OCO3)C1
#63 Cc1cccc([C@@H](NC(=O)OC(C)(C)C)C(=O)OC(C)(C)C)c1
#64 Cc1ccc(S(=O)(=O)N2CC(=O)N3CCN(CCN)C3C2)cc1 (stereo unspecified)
#65 O=C(COC(=O)c1ccc(O)cc1)NC(=O)NCc1ccccc1
#66 CC(=O)c1ccccc1NC(=O)COC(=O)Cc1cccc(C(F)(F)F)c1

compound no.	61	62	63	64	65	66
HDAC3 inh	4	2	9	-3	2	19
GSK3A inh	-1	0	-2	-1	1	1
DYRK1A inh	13	5	0	2	5	-2

#67 Cc1cc(C(=O)CN2C(=O)C(=O)N(CC(C)C)C2=O)c(C)n1C1CC1
#68 NC(=O)C1CCCN(C(=O)c2cccc(S(=O)(=O)N(Cc3ccccc3)c3ccccc3)c2)C1 (stereo unspecified)
#69 O=C(/C=C/c1cccc(Br)c1)OCC(=O)N1CCN(c2ccccc2)CC1
#70 C=CC[C@@H](Cc1ccc(F)cc1)C(=O)OC[C@@H]1CCCN1C(=O)[C@@H](CC=C)CC(=O)N[C@@H](CO)Cc1ccccc1
#71 CC(NS(=O)(=O)c1cc(C(F)(F)F)ccc1Cl)C(=O)N(C)C1CCN(C)CC1 (stereo unspecified)
#72 COc1ccc(NS(=O)(=O)c2cccc(C(=O)NCc3ccccc3CN3CCCC3)c2)cc1

compound no.	67	68	69	70	71	72
HDAC3 inh	5	1	-2	u	-1	5
GSK3A inh	0	-3	-2	-3	0	-2
DYRK1A inh	3	1	5	6	-2	1

#73 COc1cc(OC)c(OC)cc1CNC(=O)c1cc(S(=O)(=O)N2CCOCC2)ccc1F
#74 CCOC(=O)[C@H]1[C@H]2COc3ccc(OC)cc3[C@@H]2N2C(=O)c3cc(OC)c(OC)cc3NC(=O)[C@@]12C
#75 O=C(C[C@H]1C/C=C\CC[C@@H](Cc2ccc(F)cc2)C(=O)OC[C@H]2CCCN2C1=O)N[C@@H](CO)Cc1ccccc1
#76 CC(C)n1ncc2c(C(=O)NCCOc3ccccc3F)cc(C3CC3)nc21
#77 CCOC(=O)C1CCCN(C(=O)c2cccc(S(=O)(=O)N3CCCC3)c2)C1 (stereo unspecified)
#78 COc1cc2c(cc1OC)-c1cc3ccc(OC)c(OC)c3c[n+]1CC2

compound no.	73	74	75	76	77	78
HDAC3 inh	1	0	8	-6	3	11
GSK3A inh	-5	1	3	-3	-2	0
DYRK1A inh	-3	-8	3	-1	1	15

#79 CCOc1ccc(OCC(=O)OC(C)C(=O)NC2CCCC2)cc1 (stereo unspecified)
#80 C=CCn1c(SCC(=O)Nc2cc(Cl)ccc2C(=O)O)nc2sc(C)c(C)c2c1=O
#81 CC(C)NC(=O)N(C)C[C@H]1Oc2ccc(NC(=O)C3CC3)cc2C(=O)N([C@H](C)CO)C[C@@H]1C
#82 CC(OC(=O)Cn1ccccc1=O)C(=O)Nc1cc(Cl)cc(Cl)c1 (stereo unspecified)
#83 C[C@@H]1COC(=O)[C@H](CC(=O)OC(C)(C)C)C/C=C\C[C@@H](CC(=O)NCCO)C(=O)N1
#84 N#Cc1cccc2cccc(S(=O)(=O)N3CCOCC3)c12

compound no.	79	80	81	82	83	84
HDAC3 inh	-16	2	1	11	0	-1
GSK3A inh	0	1	-3	-4	-2	-2
DYRK1A inh	-1	1	16	1	16	8

#85 CCc1sc(C(=O)Nc2cc(S(=O)(=O)N3CCOCC3)ccc2OC)cc1C
#86 CC(=O)Nc1ccc(NC(=O)C(C)OC(=O)COc2ccc(Nc3ccccc3)cc2)cc1 (stereo unspecified)
#87 CN(Cc1c(F)cccc1Cl)C(=O)c1ccc(NC(=O)CC2SC(N3CCCCC3)=NC2=O)cc1 (stereo unspecified)
#88 CNC(=O)CC(CC(=O)c1ccccc1)c1ccccc1 (stereo unspecified)

compound no.	85	86	87	88
HDAC3 inh	1	-2	-2	0
GSK3A inh	-1	-2	-2	-2
DYRK1A inh	8	0	-1	3

Source: PubChem

An excerpt, so the mix of outcomes need not match the whole.
